# Screens (PubChem)
# CRFBP-R2 block = antagonists of CRF-BP/CRF-R2 complex, primary screen, cell-based, HEK293, calcium dye fluorescence, uHTS | CRF-induced calcium fluorescence | inhibition, % at 11.8 µM | 350,000 tested, 0.59% active;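 active = inhibition of the ligand-induced calcium signal above about 50% at the single tested concentration, limit read from the data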
# M4 ag = human M4 muscarinic receptor agonists, primary screen, CHO-K1 cells, Fluo-8 calcium fluorescence. Muscarinic acetylcholine receptor M4 (Homo sapiens), P08173. CHO-K1 hM4/Gqi5; vehicle 0%, full acetylcholine response 100%. activation, % at 3 µM. 360,000 tested, 0.14% active. AID 624127, 2012;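 active = activation above the run mean over all test wells plus 3 SD, cut at about 32% in these data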;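 note: peak over basal fluorescence ratio per well then scaled between controls; 0% = DMSO wells and 100% = acetylcholine at EC100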
# Target sequence (P08173 whole entry, looked up): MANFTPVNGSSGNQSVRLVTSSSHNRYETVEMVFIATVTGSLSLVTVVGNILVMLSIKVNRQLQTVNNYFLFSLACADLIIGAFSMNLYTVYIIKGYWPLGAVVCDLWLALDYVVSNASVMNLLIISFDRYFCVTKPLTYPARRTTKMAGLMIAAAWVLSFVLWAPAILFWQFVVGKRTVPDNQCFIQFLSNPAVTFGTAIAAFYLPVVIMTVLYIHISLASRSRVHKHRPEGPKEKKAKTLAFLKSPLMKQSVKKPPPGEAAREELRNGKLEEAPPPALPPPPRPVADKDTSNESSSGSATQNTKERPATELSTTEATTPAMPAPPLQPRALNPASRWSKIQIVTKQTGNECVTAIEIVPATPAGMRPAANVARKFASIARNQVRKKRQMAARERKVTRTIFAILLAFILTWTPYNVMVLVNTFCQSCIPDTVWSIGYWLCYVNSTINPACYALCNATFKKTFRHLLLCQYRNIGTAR
# CRFBP-R2 agonist = agonists of CRF-BP/CRF-R2 complex, primary screen, cell-based, HEK293, calcium dye fluorescence, uHTS; calcium dye fluorescence (FLIPR); percent of saturating CRF peptide response; activation, % at 13.2 µM; 350,000 tested, 0.46% active; AID 588473, 2011;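 active = activation of at least 50%, plus an integration ratio under a set limit after plate pattern correction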;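 note: plate controls were neutral control wells without compound for no effect and CRF at EC100 for full effect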
# CHRM5 antagonist = human M5 muscarinic receptor antagonists, primary screen, CHO cells, Fluo-8 calcium fluorescence | CHO-hM5 cells, ACh EC80 | inhibition, % at 3 µM | 360,000 tested, 0.59% active;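 active = inhibition above a per-plate cutoff, the mean of that plate's test compounds plus 3 SD, cut at about 27% in these data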;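 note: 0% = acetylcholine EC80 with DMSO and 100% = DMSO without agonist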
# Target sequence (P08912 whole entry, looked up): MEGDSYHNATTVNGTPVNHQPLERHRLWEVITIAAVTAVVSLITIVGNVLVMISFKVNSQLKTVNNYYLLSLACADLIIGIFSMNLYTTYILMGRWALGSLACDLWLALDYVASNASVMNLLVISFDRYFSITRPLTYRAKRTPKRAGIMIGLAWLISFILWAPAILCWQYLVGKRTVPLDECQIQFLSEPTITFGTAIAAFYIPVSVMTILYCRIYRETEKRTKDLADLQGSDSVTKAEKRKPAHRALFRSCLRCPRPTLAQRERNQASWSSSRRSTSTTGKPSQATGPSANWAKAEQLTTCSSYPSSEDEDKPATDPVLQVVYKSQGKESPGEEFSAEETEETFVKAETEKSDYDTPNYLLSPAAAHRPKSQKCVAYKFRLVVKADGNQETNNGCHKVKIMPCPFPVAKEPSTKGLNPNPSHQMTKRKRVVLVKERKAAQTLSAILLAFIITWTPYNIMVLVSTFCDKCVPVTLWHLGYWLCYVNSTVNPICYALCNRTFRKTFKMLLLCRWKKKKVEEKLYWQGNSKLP
# CHRM5 agonist = human M5 muscarinic receptor agonists, primary screen, CHO-K1 cells, Fluo-8 calcium fluorescence; Muscarinic acetylcholine receptor M5 (Homo sapiens), P08912; 360,000 tested, 0.19% active; AID 624037, 2012; CHO-K1 hM5 cells; 0% DMSO wells, 100% maximal acetylcholine response; activation, % at 3 µM;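 active = activation above the run's mean over test compounds plus 3 SD, cut at about 23% in these data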;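 note: signal is peak over basal fluorescence ratio across the kinetic read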
# IDE inh = human IDE inhibitors in live cells, primary screen, fluorescence polarization, HEK cells, FAbetaB substrate; Insulin-degrading enzyme (Homo sapiens), P14735; FAbetaB cleavage; inhibition, % at 5.59 µM; 320,000 tested, 0.41% active; AID 434962, 2010;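 active = percent inhibition above the average of all tested compounds plus 3 SD, set per screening campaign, cut at about 16% in these data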;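 note: IDE supplied by intact live HEK cells; FP after avidin binding of uncleaved biotin substrate so inhibition keeps polarization high; 0% = DMSO wells and 100% = 60 µM reference IDE inhibitor Ii1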
# CHRM4 PAM = human M4 muscarinic receptor positive allosteric modulators, primary screen, CHO-K1 cells, Fluo-8 calcium fluorescence; Muscarinic acetylcholine receptor M4 (Homo sapiens), P08173; CHO-K1 hM4/Gqi5, ACh EC20; 0% = ACh EC20, 100% = maximal ACh; activation, % at 3 µM; 360,000 tested, 0.4% active; AID 624126, 2012;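 active = activation above its plate's cutoff, the mean activation of sample wells plus 3 SD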; note: some results filed as inactive read as strong as hits
# CHRM4 antagonist = human M4 muscarinic receptor antagonists, primary screen, CHO cells, Fluo-8 calcium fluorescence. CHO-hM4 cells, ACh EC80. inhibition, % at 3 µM. AID 624125, 2012. Muscarinic acetylcholine receptor M4 (Homo sapiens), P08173. 360,000 tested, 0.73% active;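 active = inhibition above its plate's cutoff, the mean inhibition of sample wells plus 3 SD, cut at about 27% in these data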;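 note: 0% = acetylcholine EC80 with DMSO and 100% = DMSO without agonist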
# CHRM5 PAM = human M5 muscarinic receptor positive allosteric modulators, primary screen, CHO-K1 cells, Fluo-8 calcium fluorescence | Muscarinic acetylcholine receptor M5 (Homo sapiens), P08912 | CHO-K1 hM5, ACh EC20 PAM; 0% = ACh EC20, 100% = ACh EC100 | activation, % at 3 µM | 360,000 tested, 0.3% active | AID 624038, 2012;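 active = activation above the run cutoff, the mean activation of all test compounds plus 3 SD, cut at about 18% in these data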
#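 system = human M5 receptor in CHO-K1 cells | compound = one concentration, 3 µM final (nominal) | schedule = Post-acetylcholine fluorescence recording 140 s | signal = Fluo-8 calcium dye fluorescence, kinetic read | benchmarks = low control EC20 acetylcholine (0%), high control EC100 acetylcholine (100%) | repeats = singlicate, one well per test compound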
# Starred values were filed as active, the others as inactive; · = no result given.
No.	mol	CRFBP-R2 block	M4 ag	CRFBP-R2 agonist	CHRM5 antagonist	CHRM5 agonist	IDE inh	CHRM4 PAM	CHRM4 antagonist	CHRM5 PAM
1	COc1ccc(OC)c(S(=O)(=O)N2Cc3ccccc3CC2C(=O)Nc2nccs2)c1 (stereo not given)	7	0	-0.9	-6	-2	0	11	-2	-3
2	Cc1ccccc1S(=O)(=O)N1C[C@H]2[C@H]3C(=O)N(C4CCCCC4)C(=O)[C@H]3CC(=O)[C@H]2[C@@H]1c1ccc(Cl)cc1	·	1	·	-6	4	·	-10	3	7
3	CCCN1CCc2c(sc(NC(=O)CCS(=O)(=O)c3ccccc3)c2C(N)=O)C1	-13	1	6.2	0	-2	-4	6	-7	-3
4	CC(=O)OCC(=O)Nc1cc(S(=O)(=O)N2CCCCCC2)ccc1Cl	-7	1	1.2	-3	-2	1	-20	11	3
5	Cc1ccc2sc(N(CCCN(C)C)C(=O)c3ccc(S(=O)(=O)N(C)C)cc3)nc2c1C	-13	5	0.4	-4	-6	-5	13	3	13
6	C/C(Cc1ccccc1)=N\NC(=O)c1ccccn1	-6	1	-1.1	9	-3	·	1	-2	-3
7	O=C(COC(=O)CCc1ccc(S(=O)(=O)N2CCOCC2)cc1)NCc1ccccc1Cl	19	9	0.3	0	4	-2	-17	5	-5
8	Cc1ccsc1C(=O)N/N=C/C=C/c1ccccc1[N+](=O)[O-]	-7	2	0.4	2	-2	1	-5	9	-6
9	O=C1CN(C(=O)c2cc3ccccc3oc2=O)C(c2ccc(F)cc2)c2cc(Br)ccc2N1 (stereo not given)	-18	10	3.7	-3	0	2	-6	-29	-3
10	CCC1SC(CC)C(=O)N(CC(=O)Nc2ccc3c(c2)OCO3)C1=O (stereo not given)	10	2	-1.1	-6	0	-1	4	-2	1
11	O=C(c1ccco1)N1CCN(C(c2ccccc2Cl)c2nnnn2Cc2ccco2)CC1 (stereo not given)	1	12	0.0	10	-3	9	-12	0	-45
12	Cc1nc2nc(COc3ccccc3)[nH]n2c(=O)c1C	19	-1	-0.6	-15	-3	3	-2	5	5
13	C[C@H](NC(=O)[C@@H]1CSC2c3ccccc3C(=O)N21)C(=O)NC1CCCC1 (stereo not given in full)	3	2	-0.4	7	-4	1	-4	-6	3
14	Nc1ccc(C(=O)OCC(=O)NC(=O)c2ccccc2)cc1[N+](=O)[O-]	-51	5	16	-3	5	3	1	-6	-3
15	O=C(C1CC(=O)N(c2ccc(F)cc2)C1)N1CCN(c2ccccc2)CC1 (stereo not given)	-20	4	-3.0	7	-4	-1	2	-1	0
16	CCOC(=O)N1CCC(=NNC(N)=O)C1	20	0	1.9	-2	0	·	6	-2	3
17	N/C(=N\OC(=O)Cc1ccccc1)c1cccnc1	0	0	1.3	-5	0	1	2	-9	1
18	Cc1cc(Cl)c2oc(C(=O)N(C)C3CCOC3)c(C)c2c1 (stereo not given)	4	2	1.3	8	-4	0	7	-16	0
19	COc1ccc(CCNC(=O)CN(c2ccc(OC)c(OC)c2)S(=O)(=O)c2ccccc2)cc1OC	-4	7	-0.7	-11	-1	1	5	-12	-1
20	C=CCSc1nnc(-c2cc(Br)ccc2N)c(=O)[nH]1	0	-2	1.0	12	0	2	1	-3	-9
21	COC(=O)c1ccc2c(=O)sc(N3CCC(C(N)=O)CC3)nc2c1	-19	2	22	10	-4	6	14	-5	-4
22	CCOc1ccc(CCNC(=O)Nc2ccccc2C)cc1OCC	-5	2	0.7	-1	1	5	-2	-1	1
23	CC(C)CCN1C(=O)CSCC1(C)C(=O)NCc1ccccc1 (stereo not given)	·	2	·	10	-5	·	-2	-13	-2
24	COc1cccc(CNC(=O)CCS(=O)(=O)c2cc3c(cc2C)NC(=O)CO3)c1	-21	1	-2.4	7	-2	1	2	-25	-12
25	CCOC(=O)N1CCN(CC(O)COc2ccccc2C(C)(C)C)CC1 (stereo not given)	19	2	4.8	8	-7	-1	-8	7	-11
26	Cc1ccc(C)c(N2CCN(C(=O)CCNS(=O)(=O)c3ccc4c(c3)oc(=O)n4C)CC2)c1	8	15	0.1	9	3	4	-9	0	-7
27	CN1CCN(C(=O)c2ccc(-c3ccc(F)c(F)c3)c3ccoc23)CC1	·	2	·	3	-2	·	8	-1	-3
28	COc1ccc(OC)c(-c2[nH]nc3c2C(c2ccco2)C(C#N)=C(N)O3)c1 (stereo not given)	-12	1	3.4	10	-3	0	7	-10	2
29	Cc1c(C(=O)NC(C)CN2CCCCC2)oc2ccccc12 (stereo not given)	-34	-1	1.6	-1	-3	2	8	1	1
30	O=C(c1cccc(Oc2ccccc2)c1)N1CCN(c2ccccn2)CC1	19	4	0.4	2	-1	-6	-4	-9	-6

# Profiles as entered above. Values in the order: CRFBP-R2 block	M4 ag	CRFBP-R2 agonist	CHRM5 antagonist	CHRM5 agonist	IDE inh	CHRM4 PAM	CHRM4 antagonist	CHRM5 PAM
# Cc1ccc(C)c(N2CCN(C(=O)CCNS(=O)(=O)c3ccc4c(c3)oc(=O)n4C)CC2)c1 is listed as 8	15	0.1	9	3	4	-9	0	-7
# CC(C)CCN1C(=O)CSCC1(C)C(=O)NCc1ccccc1 (stereo not given) is listed as ·	2	·	10	-5	·	-2	-13	-2

# The list goes on.
No.	mol	CRFBP-R2 block	M4 ag	CRFBP-R2 agonist	CHRM5 antagonist	CHRM5 agonist	IDE inh	CHRM4 PAM	CHRM4 antagonist	CHRM5 PAM
31	Cc1ccc(/C=C2/C(=N)N3N=C(CC(=O)N4CCCC4)SC3=NC2=O)cc1	0	1	-1.2	9	0	2	2	5	0
32	Cn1sc(NC(=O)c2ccccc2Cl)nc1=O	0	-1	-0.8	6	2	2	2	6	3
33	CCN1CCN(S(=O)(=O)c2ccc(Cl)c(C(=O)Nc3nnc(C)s3)c2)CC1	8	1	4.9	11	-2	0	3	8	-6
34	COc1ccc(S(=O)(=O)N2CCC3(CC2)CC(=O)c2ccccc2O3)cc1OC	28	1	-0.3	10	-2	-4	14	-6	2
35	Cc1nc(NC(=O)/C=C/c2ccccc2)sc1C(=O)Nc1cccc(Cl)c1	-19	1	1.4	3	-1	6	-4	-3	-5
36	C#CCN(C(=O)c1cc(COc2ccc(C)c(C)c2)on1)C1CCCCC1	4	1	2.1	-3	-3	-3	-5	-3	-3
37	CCCSc1nc(-n2ncc(C#N)c2N)c2c3c(sc2n1)CCC(C)C3 (stereo not given)	-7	-1	0.7	-5	-6	3	-4	0	-7
38	CCOC(=O)c1c(C)[nH]c(C(=O)Cn2nnc(-c3ccccc3Cl)n2)c1C	-7	2	4.3	7	0	19*	-3	2	-1
39	Cc1cc(OCC(=O)NCC(C)C)cc(C)c1Br	0	0	0.2	0	-3	2	-3	10	0
40	CCOc1ccc(/C=N/NC(=O)CSc2ccccn2)cc1O	3	2	-1.5	9	-3	2	16	8	-4

# Some of these compounds in order of count of non-hydrogen atoms, high to low:
No.	mol	CRFBP-R2 block	M4 ag	CRFBP-R2 agonist	CHRM5 antagonist	CHRM5 agonist	IDE inh	CHRM4 PAM	CHRM4 antagonist	CHRM5 PAM
34	COc1ccc(S(=O)(=O)N2CCC3(CC2)CC(=O)c2ccccc2O3)cc1OC	28	1	-0.3	10	-2	-4	14	-6	2
31	Cc1ccc(/C=C2/C(=N)N3N=C(CC(=O)N4CCCC4)SC3=NC2=O)cc1	0	1	-1.2	9	0	2	2	5	0
37	CCCSc1nc(-n2ncc(C#N)c2N)c2c3c(sc2n1)CCC(C)C3 (stereo not given)	-7	-1	0.7	-5	-6	3	-4	0	-7
40	CCOc1ccc(/C=N/NC(=O)CSc2ccccn2)cc1O	3	2	-1.5	9	-3	2	16	8	-4
39	Cc1cc(OCC(=O)NCC(C)C)cc(C)c1Br	0	0	0.2	0	-3	2	-3	10	0
32	Cn1sc(NC(=O)c2ccccc2Cl)nc1=O	0	-1	-0.8	6	2	2	2	6	3

# More compounds.
No.	mol	CRFBP-R2 block	M4 ag	CRFBP-R2 agonist	CHRM5 antagonist	CHRM5 agonist	IDE inh	CHRM4 PAM	CHRM4 antagonist	CHRM5 PAM
41	COc1ccc2c(=O)cc(-c3cccnc3)oc2c1OC	-10	2	-0.3	-11	-4	1	5	-24	5
42	O=C(C[N+]1(CC#Cc2ccccc2)CCCCC1)c1ccc(Cl)cc1	5	1	-1.7	19	-10	7	-14	0	-16
43	CCCCN(C(=O)CCC(=O)Nc1cc(C)on1)C(C(=O)NC(C)(C)C)c1cccc(OC)c1OC (stereo not given)	13	0	-1.9	-3	-5	5	12	-8	17
44	Cc1ccccc1NC1=C(Cl)C(=O)N(C2CCCCC2)C1=O	-19	0	7.7	-6	-3	2	-7	4	-1
45	CC(Sc1nc2cc(Cl)ccc2s1)C(=O)Nc1ccc2c(c1)OCO2 (stereo not given)	-22	0	-0.2	8	-4	6	-14	-1	-8
46	NCC(c1ccco1)c1c[nH]c2ccccc12 (stereo not given)	5	0	0.7	-3	4	·	-4	8	1
47	O=C(CCc1ccccc1)NCC1OCCc2ccccc21 (stereo not given)	3	2	1.5	8	-1	0	13	-12	3
48	Cc1ccc(CS(=O)Cc2ccc(C(=O)NCCCc3ccccc3)o2)cc1 (stereo not given)	6	2	-1.1	11	0	·	2	1	-5
49	Cn1c(NC(=O)/C=C/c2ccccc2)cc(=O)n(C)c1=O	10	2	-0.4	3	1	3	8	-5	-5
50	CCN1CCN(c2cc(C)c3cc(NC(=O)c4ccc(C)c(C)c4)ccc3n2)CC1	11	0	-0.2	4	-11	3	4	0	-6
51	COCCN(C)Cc1cn(-c2ccc(F)cc2F)nc1-c1ccccc1C	-5	1	-2.5	-3	-1	-4	10	-9	3
52	Cc1cc(=O)oc2cc(OC(C)C(=O)NCCc3ccc(S(N)(=O)=O)cc3)ccc12 (stereo not given)	-9	1	0.1	-4	-4	5	-1	1	4
53	CCC1(C)Cc2c(sc3nc(SCC(=O)O)[nH]c(=O)c23)CO1 (stereo not given)	2	0	-0.8	9	0	9	1	8	-1
54	COc1ccc(CCNC(=O)CCSCc2ccccc2F)cc1OC	-5	2	0.3	4	-5	-2	-4	4	-5
55	COc1ccccc1N1CCN(C(CNS(=O)(=O)c2cccs2)c2cccnc2)CC1 (stereo not given)	-12	1	0.5	-2	-2	4	-3	12	-5
56	O=C(Nc1c(S(=O)(=O)c2ccccc2)csc1Br)c1ccccc1Cl	-5	0	-0.8	6	-3	-2	-1	-3	-5
57	O=C(CNC(=O)Cc1ccccc1)NCC(=O)OCC(=O)c1cccc2ccccc12	5	1	-1.4	-2	0	-8	3	-1	-3

# Single entries from the list.
# compound 51 @ CHRM5 antagonist: -3
# compound 57 @ IDE inh: -8

# No enrichment for hits (roughly 2.9% active in at least one column).
